PvdQ inh: P. aeruginosa PvdQ acylase inhibition; purified PvdQ acylase, fluorescence plate reader; inhibition, % at 10 µM; 0.063% of 340,000 active; in the data active = inhibition above about 30%, passing the limit was not always enough; inconclusive = no clear call, values can overlap the other calls;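 also: 0% = vehicle neutral wells and 100% = reference inhibitor wells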
SR-BI DiI-HDL act: activators of SR-BI mediated HDL lipid uptake; AID 504775; CHO ldlA[mSR-BI] cells, DiI-HDL uptake fluorescence, 3 h; 100 = double the neutral-control signal; 0.096% of 320,000 active; activation, % at 12.5 µM;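 active = mean replicate activation of at least 60% and every replicate at or above 60%; inconclusive = mean or all-replicate condition met, but not both; inactive = mean below 60% and not all replicates reaching 60%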;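 also: 0% = median plate neutral-control signal and 100% = twice that signal; values of inactives mirror those of a sister screen read the other way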
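Material: SR-BI-overexpressing, LDLR-lacking CHO cells; schedule: compound exposure 3 h, 37 °C; reagent: DiI-labelled HDL at 10 µg/mL final; technique: bottom-read fluorescence, 550/595 nm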
SR-BI DiI inh: mouse SR-BI HDL lipid transfer inhibition; ldlA[mSR-BI] CHO cells, DiI-HDL uptake fluorescence, 3 h; inhibition, % at 12.5 µM; 0.96% of 320,000 active; AID 488896;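 active = mean replicate inhibition of at least 70% and a set share of replicates each scoring 70 or more; inconclusive = meets just one of the two criteria; inactive = fails both criteria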;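 also: 0% = median of neutral control wells and 100% = median of positive control wells; values of inactives mirror those of a sister screen read the other way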
Target sequence (Q61009 whole entry, looked up): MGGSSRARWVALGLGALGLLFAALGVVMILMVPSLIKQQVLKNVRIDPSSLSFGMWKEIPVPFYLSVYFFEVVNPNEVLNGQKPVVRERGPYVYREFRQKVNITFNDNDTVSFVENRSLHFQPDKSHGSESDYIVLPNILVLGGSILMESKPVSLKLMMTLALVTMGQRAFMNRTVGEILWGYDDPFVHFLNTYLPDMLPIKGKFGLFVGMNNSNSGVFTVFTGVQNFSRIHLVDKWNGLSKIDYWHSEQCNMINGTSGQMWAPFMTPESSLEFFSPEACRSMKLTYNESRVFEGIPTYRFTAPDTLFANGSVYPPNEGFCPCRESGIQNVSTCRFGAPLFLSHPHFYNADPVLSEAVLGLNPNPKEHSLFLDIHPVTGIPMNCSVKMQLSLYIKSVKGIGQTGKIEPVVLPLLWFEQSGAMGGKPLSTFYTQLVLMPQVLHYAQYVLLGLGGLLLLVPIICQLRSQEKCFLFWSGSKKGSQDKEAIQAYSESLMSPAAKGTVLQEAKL
CAL PDZ FP-1: CAL PDZ (human) peptide binding inhibition; AID 602252; 0.92% of 300,000 active; inhibition, % at 24.9 µM; purified CAL PDZ, TMR-peptide fluorescence polarization, 1 h;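 active = mean inhibition of at least 30% with at least half of replicates also reaching 30%; inconclusive = no clear call, values can overlap the other calls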;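 also: 0% = DMSO neutral control and 100% = excess unlabeled competitor peptide PRC23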
NSD2 HMT inh: inhibitors of human histone methyltransferase NSD2. O96028. NSD2 peptide methylation, AlphaScreen, 120 min. inhibition, % at 12.5 µM. 0.54% of 310,000 active. AID 743445; in the data active = inhibition above about 50%
PfHsp90 set2: inhibits growth of yeast expressing Plasmodium falciparum Hsp90 | S. cerevisiae expressing PfHsp90, BacTiter-Glo ATP, 48 h; yeast lacking PDR1 and PDR3 efflux regulators | inhibition, % at 9.4 µM | 0.32% of 310,000 active;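 active = every replicate shows inhibition above about 80%, whatever the replicate mean, limit read from the data; inconclusive = mean inhibition reaches the set limit but some replicate falls short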;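 also: 0% = DMSO neutral controls and 100% = 20 µM radicicol positive controls; yeast relying on Plasmodium falciparum Hsp90 in place of its own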
CAL PDZ FP-2: inhibitors of human CAL PDZ peptide binding; 0.02% of 330,000 active; inhibition, % at 20 µM; purified CAL PDZ, TMR-peptide fluorescence polarization, 1 h; AID 504414;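 active = highest replicate inhibition of at least 40%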;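 also: plate controls were DMSO neutral control wells for no effect and unlabeled competitor peptide control wells for full effect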
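Test system: tagged CAL PDZ domain / Buffer or medium: sodium phosphate/NaCl buffer pH 7.4 with TCEP, IgG, Thesit / Reagent: TMR-labelled reporter peptide T*-PRC34 bound in PDZ groove / Compound dosing: single point, 20 µM / Schedule: 1 h incubation at room temperature before polarization reading / Technique: fluorescence polarization (mP) / Benchmarks: unlabelled peptide, DMSO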
Rtt109 Vps75: inhibitors of Candida albicans Rtt109/Vps75 histone acetyltransferase. purified Rtt109/Vps75, ThioGlo CoA-SH fluorescence, 4 h. inhibition, % at 34.9 µM. 0.16% of 330,000 active;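 active = inhibition of at least 50% in every replicate; inconclusive = best replicate reaches 50% inhibition but some replicates fall short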
Target sequence (Q5AAJ8 whole entry, looked up): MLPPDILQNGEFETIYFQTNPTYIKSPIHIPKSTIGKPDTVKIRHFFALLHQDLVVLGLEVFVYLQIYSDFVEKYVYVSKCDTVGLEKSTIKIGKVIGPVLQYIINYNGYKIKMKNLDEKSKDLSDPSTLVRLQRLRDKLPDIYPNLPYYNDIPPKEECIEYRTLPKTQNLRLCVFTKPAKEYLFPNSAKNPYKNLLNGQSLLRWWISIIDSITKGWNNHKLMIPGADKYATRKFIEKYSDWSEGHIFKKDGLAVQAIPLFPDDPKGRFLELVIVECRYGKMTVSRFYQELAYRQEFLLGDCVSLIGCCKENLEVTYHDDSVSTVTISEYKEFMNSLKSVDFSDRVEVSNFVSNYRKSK
dFosB act: activators of mouse delta FosB homodimer | P13346 | purified delta FosB, TAMRA-CDK5 oligo fluorescence polarization; percent of positive-control signal above neutral wells | activation, % at 25 µM | 0.99% of 340,000 active;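 active = mean activation above about 17%, with every replicate also reaching it, limit read from the data, passing the limit was not always enough; inconclusive = only one of the two conditions met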;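 also: fluorescence polarization rise as delta FosB binds a TAMRA Cdk5 AP-1 oligo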
MITF act: activators of MITF-driven TRPM1 promoter activity in SK-MEL-5 cells; SK-MEL-5 TRPM1-promoter luciferase, 24 h; % of positive control, neutral wells = 0; activation, % at 12.5 µM; 0.75% of 300,000 active; AID 588334;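 active = mean activation of at least 80% with every replicate also reaching 80%; inconclusive = mean reaches 80% but some replicate falls short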;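 also: 0% = neutral control wells and 100% = parthenolide positive control wells; values of inactives mirror those of a sister screen read the other way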
Starred values were filed as active, the others as inactive.

`COc1ccc(NC(=O)c2sc3nc(N4CCCC4)c4c(c3c2N)CC(C)(C)OC4)c(OC)c1` gave PvdQ inh 0, SR-BI DiI-HDL act -73, SR-BI DiI inh inconclusive, CAL PDZ FP-1 1, NSD2 HMT inh 4, PfHsp90 set2 -3, CAL PDZ FP-2 -0.7, Rtt109 Vps75 -5, dFosB act -8 and MITF act -8.
CC(C)c1nc(N2CCN(C(=O)c3ccco3)CC2)c(C#N)c2c1COC(C)(C)C2 was read as PvdQ inh -11, NSD2 HMT inh 3, PfHsp90 set2 -39, CAL PDZ FP-2 -0.8, Rtt109 Vps75 5, dFosB act -10 and MITF act -27.
CNCC(O)Cn1c2c(c3ccccc31)CCCC2 (stereo unspecified) was read as PvdQ inh -13, SR-BI DiI-HDL act 23, SR-BI DiI inh -23, CAL PDZ FP-1 -1, NSD2 HMT inh 16, PfHsp90 set2 13, CAL PDZ FP-2 -1.4, dFosB act 2 and MITF act 8.
O=C(CSc1ccc2nnc(-c3cccnc3)n2n1)Nc1ccc(F)cc1 was read as PvdQ inh 2, SR-BI DiI-HDL act -1, SR-BI DiI inh 1, CAL PDZ FP-1 1, NSD2 HMT inh 1, PfHsp90 set2 2, CAL PDZ FP-2 -1.2, Rtt109 Vps75 -3, dFosB act -4 and MITF act 5.
`CC(C)NCCOCCSc1ccc(Cl)cc1` gave PvdQ inh -1, SR-BI DiI-HDL act -2, SR-BI DiI inh 2, CAL PDZ FP-1 -1, NSD2 HMT inh 14, PfHsp90 set2 -6, CAL PDZ FP-2 -1.2, Rtt109 Vps75 -8, dFosB act 7 and MITF act 16.
Screening O=C(/C=C/Nc1ccc(F)cc1)c1cccs1 returned PvdQ inh 21, SR-BI DiI-HDL act 6, SR-BI DiI inh -6, CAL PDZ FP-1 -1, NSD2 HMT inh -3, PfHsp90 set2 10, CAL PDZ FP-2 -1.2, Rtt109 Vps75 4, dFosB act 5 and MITF act 5.
CCOCCn1c(SCC)nc2c1c(=O)[nH]c(=O)n2C was read as PvdQ inh -5, SR-BI DiI-HDL act -6, SR-BI DiI inh 6, CAL PDZ FP-1 -1, NSD2 HMT inh -6, PfHsp90 set2 -6, CAL PDZ FP-2 -1.8, Rtt109 Vps75 -5, dFosB act -3 and MITF act 3.
Screening COc1ccc(C)cc1S(=O)(=O)Nc1ccc2c(c1)OCO2 returned PvdQ inh 20, SR-BI DiI-HDL act 2, SR-BI DiI inh -2, CAL PDZ FP-1 0, NSD2 HMT inh 3, PfHsp90 set2 18, CAL PDZ FP-2 1.1, Rtt109 Vps75 -3, dFosB act -3 and MITF act 8.
For Cc1nc2c(C#N)c[nH]n2c(=O)c1CCO the results were PvdQ inh -11, CAL PDZ FP-1 -1, NSD2 HMT inh -2, PfHsp90 set2 22, CAL PDZ FP-2 -1.5, Rtt109 Vps75 -1, dFosB act 4 and MITF act -7.
Screening CCOc1ccc2[nH]c3nc(SCC(=O)NC4CC4)nnc3c2c1 returned PvdQ inh -1, SR-BI DiI-HDL act 1, SR-BI DiI inh -1, CAL PDZ FP-1 -1, NSD2 HMT inh 0, PfHsp90 set2 -3, CAL PDZ FP-2 0.3, Rtt109 Vps75 -1, dFosB act 7 and MITF act -12.
`Cc1ccc(C(=O)N2c3ccc(F)cc3CCC2C)o1` (stereo unspecified) gave PvdQ inh -11, SR-BI DiI-HDL act 25, SR-BI DiI inh -25, CAL PDZ FP-1 -1, NSD2 HMT inh 1, CAL PDZ FP-2 -1.3, Rtt109 Vps75 1 and dFosB act -3.
Screening COC(=O)C1=C(C)Nc2nc(-c3ccccc3)nn2C1c1ccc(C)o1 (stereo unspecified) returned PvdQ inh 11, SR-BI DiI-HDL act -13, SR-BI DiI inh 13, CAL PDZ FP-1 -3, PfHsp90 set2 -6, CAL PDZ FP-2 -0.7, Rtt109 Vps75 3, dFosB act 6 and MITF act 17.

Copied from the listing for reference:
For Cc1nc2c(C#N)c[nH]n2c(=O)c1CCO the results were PvdQ inh -11, CAL PDZ FP-1 -1, NSD2 HMT inh -2, PfHsp90 set2 22, CAL PDZ FP-2 -1.5, Rtt109 Vps75 -1, dFosB act 4 and MITF act -7.
Screening CCOc1ccc2[nH]c3nc(SCC(=O)NC4CC4)nnc3c2c1 returned PvdQ inh -1, SR-BI DiI-HDL act 1, SR-BI DiI inh -1, CAL PDZ FP-1 -1, NSD2 HMT inh 0, PfHsp90 set2 -3, CAL PDZ FP-2 0.3, Rtt109 Vps75 -1, dFosB act 7 and MITF act -12.
`Cc1ccc(C(=O)N2c3ccc(F)cc3CCC2C)o1` (stereo unspecified) gave PvdQ inh -11, SR-BI DiI-HDL act 25, SR-BI DiI inh -25, CAL PDZ FP-1 -1, NSD2 HMT inh 1, CAL PDZ FP-2 -1.3, Rtt109 Vps75 1 and dFosB act -3.
Screening COC(=O)C1=C(C)Nc2nc(-c3ccccc3)nn2C1c1ccc(C)o1 (stereo unspecified) returned PvdQ inh 11, SR-BI DiI-HDL act -13, SR-BI DiI inh 13, CAL PDZ FP-1 -3, PfHsp90 set2 -6, CAL PDZ FP-2 -0.7, Rtt109 Vps75 3, dFosB act 6 and MITF act 17.

The results go on.
Screening COc1cc(NS(=O)(=O)c2ccc(NC(C)=O)cc2)cc(OC)c1 returned PvdQ inh -9, SR-BI DiI-HDL act 19, SR-BI DiI inh -19, CAL PDZ FP-1 -1, NSD2 HMT inh -2, Rtt109 Vps75 3 and dFosB act -7.
CCC(C)(C)n1nnnc1C(c1ccc2ncccc2c1)N1CCCC(C)C1 (stereo unspecified) was read as PvdQ inh -19, SR-BI DiI-HDL act -41, SR-BI DiI inh 41, NSD2 HMT inh 2, PfHsp90 set2 -11, CAL PDZ FP-2 0.9, Rtt109 Vps75 -15 and dFosB act -6.
Screening Cc1ccc(N2CC(C(=O)Nc3cccnc3)CC2=O)cc1 (stereo unspecified) returned PvdQ inh -3, SR-BI DiI-HDL act 1, SR-BI DiI inh -1, NSD2 HMT inh 0, CAL PDZ FP-2 -0.2, Rtt109 Vps75 3, dFosB act 7 and MITF act -7.
For C=CCn1c(C)cc(C(=O)CSc2nnc3c(Cl)cc(Cl)cn23)c1C the results were PvdQ inh 9, SR-BI DiI-HDL act -3, SR-BI DiI inh 3, CAL PDZ FP-1 -3, NSD2 HMT inh 0, PfHsp90 set2 -7, CAL PDZ FP-2 -0.9, Rtt109 Vps75 1, dFosB act -1 and MITF act -11.
Screening O=C1CN(c2ccccc2Cl)C(=O)CN1c1ccccc1Cl returned PvdQ inh -7, SR-BI DiI-HDL act 32, SR-BI DiI inh -32, NSD2 HMT inh -1, CAL PDZ FP-2 -0.8, Rtt109 Vps75 -10, dFosB act -3 and MITF act 8.
For CCCCc1ccc(/C(C)=N/Nc2cc(N3CCOCC3)nc(C)n2)cc1 the results were PvdQ inh 5, SR-BI DiI-HDL act -2, SR-BI DiI inh 2, CAL PDZ FP-1 -5, PfHsp90 set2 9, CAL PDZ FP-2 -0.8, Rtt109 Vps75 4 and dFosB act -3.
For CC(=O)N1CCSc2ccc(S(=O)(=O)NCCc3ccc(C)cc3)cc21 the results were PvdQ inh -13, SR-BI DiI-HDL act 27, SR-BI DiI inh -27, CAL PDZ FP-1 1, NSD2 HMT inh 0, PfHsp90 set2 -11, CAL PDZ FP-2 -1.2, Rtt109 Vps75 1, dFosB act -8 and MITF act -10.
`CCc1ccc(NC(=O)CC2C(=O)NCCN2C(=O)c2ccccc2OC)cc1` (stereo unspecified) gave PvdQ inh -9, SR-BI DiI-HDL act 19, SR-BI DiI inh -19, CAL PDZ FP-1 -1, NSD2 HMT inh -6, PfHsp90 set2 11, CAL PDZ FP-2 -1.1, Rtt109 Vps75 13, dFosB act -10 and MITF act 4.
C/C(=N/NC(=O)c1sc(NS(=O)(=O)c2ccccc2)nc1C)c1ccccc1 was read as PvdQ inh -13, SR-BI DiI-HDL act 23, SR-BI DiI inh -23, CAL PDZ FP-1 -3, NSD2 HMT inh 3, PfHsp90 set2 3, CAL PDZ FP-2 -2.0, dFosB act -10 and MITF act -5.
For Cc1ccc(C=Nc2cccnc2N)cc1 the results were PvdQ inh -5, SR-BI DiI-HDL act -4, SR-BI DiI inh 4, CAL PDZ FP-1 3, PfHsp90 set2 -10, CAL PDZ FP-2 -1.5, Rtt109 Vps75 -31, dFosB act -6 and MITF act 41.
COc1ccc(C(=O)CC(=O)C(=O)Nc2cccc(F)c2)cc1 was read as PvdQ inh -5, SR-BI DiI-HDL act 5, SR-BI DiI inh -5, CAL PDZ FP-1 -2, NSD2 HMT inh 1, PfHsp90 set2 8, CAL PDZ FP-2 -1.3, Rtt109 Vps75 -1, dFosB act 5 and MITF act -3.
Screening Cc1ccc(CN2CCN(CCCn3cccn3)CC2CCO)cc1 (stereo unspecified) returned PvdQ inh -2, SR-BI DiI-HDL act 5, SR-BI DiI inh -5, CAL PDZ FP-1 -6, NSD2 HMT inh 3, PfHsp90 set2 12, CAL PDZ FP-2 0.0, Rtt109 Vps75 2, dFosB act -3 and MITF act 3.
COc1ccccc1C1CC(=O)Oc2cc(C)c(Cl)cc21 (stereo unspecified) was read as PvdQ inh -10, SR-BI DiI-HDL act 0, SR-BI DiI inh 0, CAL PDZ FP-1 2, PfHsp90 set2 -29, CAL PDZ FP-2 -1.2, Rtt109 Vps75 1, dFosB act -12 and MITF act 5.
For CCCN1CCN(CCCNC(=O)CN2C(=O)C(CC)Oc3ccccc32)CC1 (stereo unspecified) the results were PvdQ inh -16, SR-BI DiI-HDL act 8, SR-BI DiI inh -8, CAL PDZ FP-1 -1, NSD2 HMT inh 8, PfHsp90 set2 -36, CAL PDZ FP-2 -3.2, Rtt109 Vps75 -4, dFosB act -9 and MITF act 5.
Screening COc1ccc(C2=Nn3c(nnc3-c3ccccc3Cl)SC2)cc1OC1CCCC1 returned PvdQ inh 8, SR-BI DiI-HDL act 30, SR-BI DiI inh -30, CAL PDZ FP-1 7, PfHsp90 set2 -7, CAL PDZ FP-2 -0.9, Rtt109 Vps75 4, dFosB act 5 and MITF act -14.
Screening O=C1CC2(CCN(C(=O)C(=O)c3c[nH]c4ccccc34)CC2)Oc2ccccc21 returned PvdQ inh -19, SR-BI DiI-HDL act -15, SR-BI DiI inh 15, CAL PDZ FP-1 -6, NSD2 HMT inh 13, PfHsp90 set2 4, CAL PDZ FP-2 -0.7, Rtt109 Vps75 9, dFosB act -16 and MITF act 1.

Screening results as filed in PubChem BioAssay.
